Bioassay records: PubChem BioAssay, National Center for Advancing Translational Sciences (NCATS)
D1 PAM – enhances dopamine response at the human D1 receptor. P21728. HEK293 TREx D1 cells, calcium flux, dopamine EC20 potentiation. potentiation, % at 10 µM. actives 0.036% (n = 360,000). AID 504651; in the data active = potentiation above about 30%; note: 0% is about no effect
TRHR PAM – allosterically enhances the human TRH receptor; enhancement, % at 2 µM; AID 493056; TRHR cells, fluo-8 calcium fluorescence, EC20 TRH enhancement; actives 0.66% (n = 360,000); P34981; in the data active = enhancement above about 30%; note: 0% is about no effect
Target sequence (P34981 whole entry, looked up): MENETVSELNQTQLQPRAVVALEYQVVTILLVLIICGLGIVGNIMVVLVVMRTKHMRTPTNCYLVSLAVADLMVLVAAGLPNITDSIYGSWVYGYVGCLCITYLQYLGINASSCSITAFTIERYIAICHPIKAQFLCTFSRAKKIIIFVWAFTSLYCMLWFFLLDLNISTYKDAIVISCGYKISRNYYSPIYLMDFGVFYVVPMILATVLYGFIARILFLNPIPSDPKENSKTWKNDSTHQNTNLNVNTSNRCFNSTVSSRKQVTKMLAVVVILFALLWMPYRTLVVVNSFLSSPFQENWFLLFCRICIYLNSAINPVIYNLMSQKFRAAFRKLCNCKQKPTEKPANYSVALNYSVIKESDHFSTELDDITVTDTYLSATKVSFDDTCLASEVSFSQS
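TRHR-expressing cells loaded with fluo-8 calcium dye were read kinetically (ex 480/em 530) during compound addition, then stimulated with an EC20 of TRH (10 nM final). Enhancement of the Gq-mediated intracellular calcium response was scored.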
RXFP1 antag – blocks the human relaxin receptor RXFP1. AID 1259400. actives 0.59% (n = 350,000). HEK293-RXFP1, relaxin-stimulated cAMP HTRF, 30 min; active compounds read low. activity change, negative = inhibition, % at 57.5 µM;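 active = activity change of -60% or lower, but not beyond a set lower limit; inconclusive = change between -60% and -40%, or beyond the set limit; inactive = change above -40%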; note: % is set by controls: 0 for no effect and ±100 for the full control effect
Apoferritin bind – candidate novel general anesthetic via apoferritin binding. AID 485281. apoferritin/1-aminoanthracene competitive binding, fluorescence. P02791. Potency, µM (doses to about 77.5 µM), for the others: top-dose activity change, negative = displacement, most hits filed as inhibitors. actives 0.074% (n = 350,000); note: potency is the fitted concentration of half-maximal effect; % is set by controls: 0 for no effect and ±100 for the full control effect; nearly all actives have a fitted effect of over 20% in size
Target sequence (P02791 2-175 limits assumed): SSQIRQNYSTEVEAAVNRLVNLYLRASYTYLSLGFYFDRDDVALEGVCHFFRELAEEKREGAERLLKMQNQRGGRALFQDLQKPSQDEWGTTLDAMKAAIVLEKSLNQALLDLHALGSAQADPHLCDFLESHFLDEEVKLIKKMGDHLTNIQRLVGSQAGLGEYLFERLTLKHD
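Read-out: endpoint 1-AMA fluorescence, excitation 380 nm and emission 535 nm, after compounds sit 10 min at room temperature with 10 uM horse-spleen apoferritin in 50% saturated 1-AMA/PBS. Values come from four-parameter Hill fits.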
D2 PAM – positive allosteric modulators of human D2 dopamine receptor; AID 485347; HEK293 T-REx D2, calcium flux, EC20 dopamine potentiation; actives 0.34% (n = 340,000); P14416; potentiation, % at 10 µM;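 active = potentiation over 3 SD above the plate norm, cut at about 30% in these data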; note: 0% is about no effect
Target sequence (P14416 whole entry, looked up): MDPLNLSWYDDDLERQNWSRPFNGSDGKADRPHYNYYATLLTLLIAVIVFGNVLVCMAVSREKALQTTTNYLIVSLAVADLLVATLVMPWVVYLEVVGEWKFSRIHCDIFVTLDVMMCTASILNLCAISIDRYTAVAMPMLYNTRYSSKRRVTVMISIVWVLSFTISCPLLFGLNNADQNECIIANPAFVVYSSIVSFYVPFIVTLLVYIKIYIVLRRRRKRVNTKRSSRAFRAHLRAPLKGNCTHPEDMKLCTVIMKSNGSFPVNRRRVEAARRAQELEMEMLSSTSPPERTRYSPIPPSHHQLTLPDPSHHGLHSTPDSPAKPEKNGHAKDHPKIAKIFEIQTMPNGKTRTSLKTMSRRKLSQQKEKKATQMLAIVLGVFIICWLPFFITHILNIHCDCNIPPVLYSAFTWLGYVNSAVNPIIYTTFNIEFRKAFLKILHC
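Tetracycline-induced Hek293 Trex D2 cells, force-coupled to calcium, loaded with no-wash calcium dye. Compound added with 180 s kinetic read for agonism, then EC20 dopamine and a further 180 s read for potentiation.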
RXFP1 agonist – RXFP1 (human) receptor agonism | Potency, µM (top dose mostly 57.5 µM), without a hit: top-dose activation, hits mostly activators | HEK293T-RXFP1 cAMP TR-FRET, 30 min; response scale: percent of porcine relaxin response, buffer zero | actives 0.3% (n = 370,000) | Q9HBX9; note: potency is the fitted concentration of half-maximal effect; % is set by controls: 0 for no effect and ±100 for the full control effect; nearly all actives have a fitted effect of over 60% in size; many of its hits are not listed in these tables
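HEK293 cells stably expressing RXFP1, treated 30 min at 37C with compounds plus PDE4 inhibitor Ro 20174; cAMP measured by HTRF TR-FRET. Normalized to buffer and 29 nM porcine relaxin; EC50 by Hill fit.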
TRHR agonist – activates the human TRH receptor; P34981; TRHR cells, calcium flux fluo-8, FDSS agonist mode; activation, % at 2 µM; actives 0.18% (n = 360,000); in the data active = activation above about 30%; note: 0% is about no effect
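Read-out: compound-evoked intracellular calcium rise in TRHR cells, fluo-8 dye, kinetic FDSS fluorescence at 1 s/cycle following a 10-cycle baseline. Cells cultured overnight before dye loading (30 min–1.5 h, RT).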
D1 antagonist – human D1 dopamine receptor antagonism; P21728; HEK293 TREx D1 cells, calcium flux, dopamine EC80; active compounds read low; activity change, negative = inhibition, % at 10 µM; actives 3.2% (n = 360,000); in the data active = activity change below about -30%; note: % is set by controls: 0 for no effect and ±100 for the full control effect
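Allosteric or orthosteric antagonism assessed as attenuation of the calcium response to EC80 dopamine, added 180 s after compound, in induced HEK293 Trex D1 cells loaded with no-wash calcium dye.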
D1 agonist – activates the human D1 dopamine receptor; HEK293 T-REx D1 cells, calcium flux, agonist mode; activation, % at 2 µM; actives 1% (n = 360,000); in the data active = activation above about 30%; note: 0% is about no effect
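Tetracycline-induced HEK293 TREx D1 cells, force-coupled to calcium signalling, were dye-loaded with a no-wash calcium kit. Compound was pin-added after a 10 s baseline. Fluorescence was read kinetically at 1 cycle/s for 180 s, with calcium rises flagged as agonism.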
Starred values were filed as active, the others as inactive; u = inconclusive; x = no result given; & = joins results of further samples; ! = a repeat was not active; [ ] = remark or other dose. Unless noted, calls come from the whole dose curve; as a rule, active = well fitted curve in the direction sought with a large enough effect; inconclusive = small, poorly fitted or top-dose-only effect, or another doubt; inactive = no such curve, though single readings can be large; an effect the other way counts as inactive or inconclusive. Some of the compounds tested; the hit share may differ from the screen's.

smiles	D1 PAM	TRHR PAM	RXFP1 antag	Apoferritin bind	D2 PAM	RXFP1 agonist	TRHR agonist	D1 antagonist	D1 agonist
CCOc1ccc(-c2nnn(CC(=O)NCc3ccc(C)cc3)n2)cc1	-4	18	8	-10%	x	-1.3%	-0.5	20	2
C/C(Cl)=C/CSc1nc2c(c(=O)[nH]c(=O)n2C)n1C(C)C	-4	-8	-5	-12%	1	1.7%	1.3	-4	3
CCCOc1ccc(N2CC(C(=O)Nc3ccccc3C(=O)NCc3ccco3)CC2=O)cc1 (stereo unspecified)	0	-5	5	-2%	1	-0.2%	0.2	-6	5
O=C(CSc1nnc(-c2ccccc2)o1)c1ccc2c(c1)OCCO2	-10	0	2	-11%	6	3.4%	0.1	-15	1
COc1cccc(C(=O)NC2(C(F)(F)F)C(=O)Nc3c2c(=O)[nH]c(=O)n3-c2ccc(C)cc2)c1 (stereo unspecified)	0	7	x	-1%	0	-1.4%	0.0	-1	0
CCCCN(CC)Cc1c(C)[nH]c2c(ccc3ccccc32)c1=O	-7	-7	-9	-8%	-7	0.0%	2.1	-12	3
O=C(CN1CCN(c2ccccn2)CC1)Nc1cccc(Cl)c1Cl	2	4	u	-16%	x	-1.2%	0.5	5	-1
CC(C)NC(=NCc1ccc(Cl)cc1Cl)Nc1ccccc1	-5	-2	-11	1%	-7	2.3%	15	-12	46*

Additional results.
smiles	D1 PAM	TRHR PAM	RXFP1 antag	Apoferritin bind	D2 PAM	RXFP1 agonist	TRHR agonist	D1 antagonist	D1 agonist
O=C(c1ccc(F)cc1)N1CCCCC(S(=O)(=O)c2ccccc2)C1=O (stereo unspecified)	3	2	2	-6%	-2	-0.9%	0.2	-13	5
CCn1c2ccccc2c2cc(NC(=O)COc3ccc(C)cc3C)ccc21	-1	2	-12	76%[activator]	-13	-2.6%	1.1	4	4
O=C(Nc1ccc(-n2nncc2-c2ccco2)cc1)c1cccc(F)c1	-7	-4	23	8%	-3	0.7%	-1.2	0	2
COc1ccc2c(c1)C1=NN(/C(C)=C/C(C)=O)C(c3ccc(F)cc3)C1CC2 (stereo unspecified)	-1	-1	x	-11%	-3	0.4%	-0.3	12	-1
Cn1cnc(S(=O)(=O)Nc2ccc(C(F)(F)F)cc2)c1	-4	0	-2	-4%	x	-0.4%	-0.3	-15	3
CCN(C(=O)COc1ncnc2ccc(Br)cc12)C1CCS(=O)(=O)C1 (stereo unspecified)	-1	13	-9	-15%	8	-0.7%	-0.6	1	2
O=C(N/N=C/c1cccnc1)c1cc(-c2ccccc2)nc2ccccc12	-1	-4	-5	1%	-3	-4.0%	0.1	0	-1
Nc1nc2ccc(C(=O)NCCOC(=O)C3CCCCC3)cc2s1	-1	0	-6	-17%	-6	2.1%	0.1	13	1

(cont.)
smiles	D1 PAM	TRHR PAM	RXFP1 antag	Apoferritin bind	D2 PAM	RXFP1 agonist	TRHR agonist	D1 antagonist	D1 agonist
CC1(C)CC(=O)C2=C(C1)NC1=C(C(=O)c3ccccc31)C2c1cc([N+](=O)[O-])ccc1O (stereo unspecified)	8	2	23	u	-19	u	-0.3	-2	-1
Cc1cc(C(=O)Nc2cccc(C(=O)O)c2)c(C)o1	-3	3	15	5%	8	0.7%	1.4	3	0
COc1cccc(NC(=O)CCNS(=O)(=O)c2ccc(Br)s2)c1	6&-1	7&-3	10	-14%&-17%	9&-8	1.1%&-0.2%	-1.4&-2.0	-37*!	3&3
CCC(=O)NCCC(c1ccco1)c1ccccc1OC (stereo unspecified)	-4	10	-6	6%	-3	-2.1%	-0.5	1	2
O=C(Cc1ccc(Cl)cc1)OCc1nnc(-c2ccccc2)o1	-4	1	0	-19%	-5	4.1%	-0.7	11	1
CC(NC(=O)C[n+]1cccc(Br)c1)c1ccccc1 (stereo unspecified)	-6	-2	12	-5%	12	-0.2%	0.6	3	0
CCOc1cc(N2CCOCC2)c(OCC)cc1NC(=O)COc1ccccc1[N+](=O)[O-]	-7	1	3	-7%	1	-0.2%	-0.1	-3	2
O=C(Cn1c(=O)n(-c2ccccc2)c(=O)c2c3c(sc21)CCCC3)Nc1cccc(F)c1	1	11	x	-7%	-2	3.2%	0.5	6	2

Additional results follow:
smiles	D1 PAM	TRHR PAM	RXFP1 antag	Apoferritin bind	D2 PAM	RXFP1 agonist	TRHR agonist	D1 antagonist	D1 agonist
Cc1cc(C)c(C#N)c(Nc2ccccc2F)n1	3	-2	3	-9%	-2	0.7%	-0.5	0	3
O=C(COC(=O)c1ccccc1NC(=O)c1ccco1)NC1CCS(=O)(=O)C1 (stereo unspecified)	3	-3	6	-8%	0	1.7%	-0.1	-4	3
Cc1ccc(-n2c(C)nn(Cc3ccc([N+](=O)[O-])cc3)c2=O)cc1	-5	2	-2	-15%	-5	-0.2%	-0.2	x	2
CCOC(=O)c1cc(NC(=O)C2CCCO2)cc(C(=O)OCC)c1 (stereo unspecified)	-3	-3	2	-11%	18	0.0%	0.0	7	2
Cc1cc(/C=N/NC(N)=S)c(O)c(/C=N/NC(N)=S)c1	2	10	4	76%[activator]	8	0.9%	148*	1	277*
CCOc1cc(C)nc(NCCc2ccc(OC)c(OC)c2)n1	-1	-4	-10	-4%	-1	0.4%	-0.3	-3	0
CCOc1ccc(S(=O)(=O)n2nc(C)cc2C)cc1	-4	-4	-2	-13%	0	2.1%	0.1	-12	1
Cc1ccc(S(=O)(=O)Nc2ccc(-c3cn4ccc(C)cc4n3)cc2)cc1	-2	0	-2	-15%	6	1.1%	-0.3	2	1

Carrying on:
smiles	D1 PAM	TRHR PAM	RXFP1 antag	Apoferritin bind	D2 PAM	RXFP1 agonist	TRHR agonist	D1 antagonist	D1 agonist
Cc1ccc(NC2CCCN(C(=O)c3ccnc(Cl)c3)C2)cc1C (stereo unspecified)	2	0	-4	-17%	-2	-1.3%	-0.3	2	3
CCOc1ccc(-n2nc3ccc(NC(=O)c4ccc5c(c4)OCCO5)cc3n2)cc1	-5	5	2	7%	-7	3.2%	1.8	-14	0
O=Cc1ccccc1Oc1ccccc1	5	4	-14	1%	5	0.4%	0.7	41	2
CCn1cc(C(=O)O)c(=O)c2cc(F)c(N3CCN(C(=S)NC(=O)c4ccc(F)cc4)CC3)cc21	-5	-6	-5	3%	19	-0.3%	0.2	5	4
COC(=O)C1(NC(=O)NC23CC4CC(CC(C4)C2)C3)CCCCC1	-1	-6	5	0%	-1	-1.9%	-0.2	-6	2
O=c1c2ccccc2cnn1-c1ccc(Cl)nn1	0	-5	-5	-4%	9	2.5%	-0.1	-7	2
CC(NC(=O)CCC(=O)c1ccc(F)cc1)C1CC2CCC1C2 (stereo unspecified)	0	9	-7	u	3	2.0%	0.2	-4	-2
CCOC(=O)C1CCN(C(=O)Cn2c(=O)oc3cc(S(=O)(=O)N4CCC(C)CC4)ccc32)CC1	1	3	x	-7%	-2	0.2%	-1.6	-39*	12

A section from further up, for reference:
smiles	D1 PAM	TRHR PAM	RXFP1 antag	Apoferritin bind	D2 PAM	RXFP1 agonist	TRHR agonist	D1 antagonist	D1 agonist
Cc1ccc(NC2CCCN(C(=O)c3ccnc(Cl)c3)C2)cc1C (stereo unspecified)	2	0	-4	-17%	-2	-1.3%	-0.3	2	3
CCOc1ccc(-n2nc3ccc(NC(=O)c4ccc5c(c4)OCCO5)cc3n2)cc1	-5	5	2	7%	-7	3.2%	1.8	-14	0
O=Cc1ccccc1Oc1ccccc1	5	4	-14	1%	5	0.4%	0.7	41	2

Later entries
smiles	D1 PAM	TRHR PAM	RXFP1 antag	Apoferritin bind	D2 PAM	RXFP1 agonist	TRHR agonist	D1 antagonist	D1 agonist
Cc1noc(C)c1CN1C(=O)NC2(CCc3ccccc3C2)C1=O (stereo unspecified)	-2	0	1	-17%	4	1.6%	0.7	6	4
Cc1c(Cc2ccccc2)sc(NC(=O)/C=C/c2cccc3ccccc23)c1C(N)=O	-11	-3	-30	5%	-7	0.3%	0.8	-2	1
COc1ccc(C(=O)NC2=NCCS2)cc1S(=O)(=O)N1CCCCC1C (stereo unspecified)	1	1	7	-5%	-25	1.3%	1.0	-2	6
CCOC(=O)NC(=O)/C(N=Nc1cccc(C(F)(F)F)c1)=C(\C)O	-4	1	12	-11%	3	0.4%	0.6	7	4
CC1Cc2cc(S(=O)(=O)N3CCC(C(N)=O)CC3)ccc2N1C(=O)C1CC1 (stereo unspecified)	-1	15	4	-6%	-11	-1.0%	1.1	6	0
CCOC(=O)CN1C2=NCCN2c2ccccc21	-2	8	-1	-10%	19	-0.1%	-1.7	10	-1
Cc1cc(C(=O)NCc2ccc(Cl)cc2)n(-c2ccccc2)n1	-2	-2	1	-1%	-3	5.0%	-0.3	10	1
CC1(C)CC(=O)/C(=C(/O)Cc2ccccc2)C(=NCCc2ccccc2)C1	4	4	11	0%	-9	2.9%	-0.5	6	4

(listing goes on)
smiles	D1 PAM	TRHR PAM	RXFP1 antag	Apoferritin bind	D2 PAM	RXFP1 agonist	TRHR agonist	D1 antagonist	D1 agonist
Cc1c(Nc2nc(C(F)(F)F)nc3ccccc23)c(=O)n(-c2ccccc2)n1C	x	23	2	-15%	6	28%	0.7	-11	7
CCc1ccc(NC(=O)Cn2cnc3sc(C)c(S(=O)(=O)N4CCC(C)CC4)c3c2=O)cc1	1	-4	6	-5%	8	-3.0%	-0.2	1	4
O=C(CNC(=O)c1ccccc1F)NCC(c1cccs1)N1CCOCC1 (stereo unspecified)	1	10	1	x	10	-0.1%	15	16	1
CCCCCC(=O)NCc1c(C(F)(F)F)nn(C)c1N1CCOCC1	4	0	8	-6%	-2	1.2%	0.2	5	1
Clc1ccc(-n2nnnc2CN2CCOCC2)cc1Cl	-12	5	23	4%	6	0.7%	-1.2	-4	1
